Screens as filed in PubChem.
Gli-Sufu block: Gli-Sufu pathway antagonism. Sufu-KO-LIGHT fibroblasts, Gli luciferase reporter luminescence. inhibition, % at 5 µM. actives 0.74% (n = 340,000);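 active means inhibition above about 55%, limit read from the data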;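 further: 0% = DMSO-treated cells and 100% = wells with medium but no cells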
GRIN3A LBD mod: modulators (binders) of human NR3A ligand-binding domain | Tm shift relative to glycine control, % at 25 µM | actives 2.5% (n = 340,000) | AID 1259313 | NR3A LBD differential scanning fluorimetry, Tm shift; 0% = protein alone, 100% = glycine-bound protein;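 active means melting temperature shift of at least 10% of the positive control shift, at one fixed dose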
EBI2 block: blocks human EBI2 receptor beta-arrestin signaling; P32249; EBI2 beta-arrestin recruitment, luminescence, 7a,25-OHC stimulated; inhibition, % at 5 µM; actives 0.81% (n = 360,000); in the data active means inhibition above about 38%;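 further: enzyme fragment complementation signal reports receptor beta-arrestin coupling in cells; 0% = agonist plus DMSO wells and 100% = wells without agonist; some results beyond the cut were filed as inactive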
Target sequence (P32249 whole entry, looked up, the tested form may be a part): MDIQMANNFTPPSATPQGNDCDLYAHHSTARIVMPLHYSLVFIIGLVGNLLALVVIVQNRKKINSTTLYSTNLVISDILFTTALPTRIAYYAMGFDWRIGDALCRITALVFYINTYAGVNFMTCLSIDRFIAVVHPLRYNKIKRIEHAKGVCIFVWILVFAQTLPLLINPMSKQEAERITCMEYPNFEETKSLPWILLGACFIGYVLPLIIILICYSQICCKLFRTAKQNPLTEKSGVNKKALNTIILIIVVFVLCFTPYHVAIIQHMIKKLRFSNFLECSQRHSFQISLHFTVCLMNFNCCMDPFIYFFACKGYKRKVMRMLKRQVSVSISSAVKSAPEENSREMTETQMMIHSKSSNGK
CCR6 antagonist: blocks CCL20-driven beta-arrestin recruitment at human CCR6 | P51684 | CHO-K1 CCR6 PathHunter beta-arrestin, luminescence, CCL20-stimulated | inhibition, % at 20 µM | actives 0.49% (n = 340,000) | AID 493098;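 active means compounds whose inhibition of the agonist-driven luminescence signal at 20 µM reaches about 50%, limit read from the data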;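 further: cells stimulated with CCL20 at 14 nM final; plate controls were DMSO with CCL20 for no effect and DMSO without agonist for full effect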
Target sequence (P51684 whole entry, looked up): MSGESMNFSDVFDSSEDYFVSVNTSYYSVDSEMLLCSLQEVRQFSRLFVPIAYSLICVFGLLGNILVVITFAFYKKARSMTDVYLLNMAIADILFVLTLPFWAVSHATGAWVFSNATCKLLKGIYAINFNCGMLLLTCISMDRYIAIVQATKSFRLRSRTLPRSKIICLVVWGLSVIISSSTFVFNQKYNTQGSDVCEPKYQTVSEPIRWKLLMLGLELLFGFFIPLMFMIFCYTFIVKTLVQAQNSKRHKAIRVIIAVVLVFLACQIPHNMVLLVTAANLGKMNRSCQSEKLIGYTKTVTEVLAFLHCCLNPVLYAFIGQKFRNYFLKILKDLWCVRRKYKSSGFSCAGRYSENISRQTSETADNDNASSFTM
CXCR6 block: inhibitors of human CXCR6 receptor; CHO-K1 PathHunter CXCR6 beta-arrestin, luminescence; O00574; inhibition, % at 20 µM; actives 0.36% (n = 360,000); in the data active means inhibition above about 34%, passing the limit was not always enough;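 further: antagonist mode with CXCL16 agonist at 10 nM final; 0% = 10 nM CXCL16 with DMSO and 100% = unstimulated wells without agonist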
A3A deaminase: inhibitors of human APOBEC3A DNA deaminase; P31941; recombinant A3A, FAM/TAMRA ssDNA deamination fluorescence; inhibition, % at 20 µM; actives 0.41% (n = 330,000); AID 493011;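 active means at least 40% inhibition at 20 µM here, with at most 30% in a related deaminase screen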;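 further: plate controls were A3A with DMSO for no effect and wells lacking A3A enzyme for full effect; some results filed as inactive read as strong as hits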
Target sequence (P31941 whole entry, looked up): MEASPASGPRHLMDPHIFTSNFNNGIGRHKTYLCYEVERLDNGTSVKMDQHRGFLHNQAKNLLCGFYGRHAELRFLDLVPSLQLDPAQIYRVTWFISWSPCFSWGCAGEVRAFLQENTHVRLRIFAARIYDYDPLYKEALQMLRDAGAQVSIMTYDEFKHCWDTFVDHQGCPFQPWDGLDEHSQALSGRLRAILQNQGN
APOBEC3G inh: blocks human APOBEC3G single-stranded DNA deamination | recombinant A3G, ssDNA deamination FAM/TAMRA fluorescence | Q9HC16 | actives 0.28% (n = 330,000) | inhibition, % at 20 µM;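 active means inhibition of at least 40% at 20 µM, with no more than 30% in the related APOBEC3A deaminase screen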;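 further: plate controls were DMSO wells with A3G for no effect and wells lacking A3G enzyme for full effect; some compounds called inactive have numbers as strong as hits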
MPTP block: permeability transition pore inhibition. AID 602449. actives 1.4% (n = 360,000). inhibition, % at 10 µM. isolated mouse mitochondria, Ca2+ swelling absorbance, 30 min;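 active means inhibition of 50% or more, scaled per plate between neutral and stimulator controls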;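 further: 0% = DMSO wells given calcium and 100% = 1 mM EGTA wells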
Numbers without * were called inactive; · = not tested or not shown. Outcome played no part in choosing rows; 5.8% or so of the library scored in one or more.

SMILES	Gli-Sufu block	GRIN3A LBD mod	EBI2 block	CCR6 antagonist	CXCR6 block	A3A deaminase	APOBEC3G inh	MPTP block
COc1ccc(NC(=O)c2cc3ccccc3o2)cc1S(=O)(=O)N1CCCCC1	-44	-6	12	4	-2	3	-4	-2.6
COc1ccc(C2=NOC(CNC(N)=S)C2)cc1 (centres undefined)	-82	-1	8	5	-10	-2	-2	-4.0
COc1ccc2cc(CN(CC3COCCO3)S(=O)(=O)c3ccc(Cl)cc3)c(=O)[nH]c2c1 (centres undefined)	0	1	8	5	1	-5	-5	2.2
COc1ccccc1CNC(=O)c1c(O)c2cc(OC)c(OC)cc2[nH]c1=O	-2	3	-12	16	-9	0	1	-0.4
Cc1ccc(Cn2cccc2/C=N/NC(=S)Nc2ccc(C)cc2)cc1	-4	-1	8	6	4	0	-7	8.1
CC(C)(C)c1ccc(NC(=S)NCc2cccs2)cc1	-15	2	11	10	-10	-2	-2	24
OC(CNC1CCCC1)COc1ccc(Cl)cc1 (centres undefined)	19	2	-1	-3	-9	-3	-2	0.3
COc1cc(NC(=O)Cc2ccccc2)ccc1NC(=O)c1ccco1	-11	0	-32	-14	-2	-1	2	-0.1
CCOC(=O)CSc1nc2c(c(=O)n(Cc3ccccc3Cl)c(=O)n2C)n1C	-3	-1	-11	0	-11	-6	-6	-1.8
CCOc1cc(NC(=S)NCCCN2CCOCC2)c(OCC)cc1NC(=O)c1ccc(OC)cc1	-4	-1	0	7	3	-1	-1	0.9
CC(=O)Nc1ccc2c(c1)Cc1cc(N3C(=O)C=CC3=O)ccc1-2	11	24*	25	115*	99*	·	·	4.5
COc1cc(C(=O)NCCC(=O)NCCCN2CCCCC2C)cc(OC)c1OC (centres undefined)	-32	1	-22	-2	-8	-2	-2	-0.4
O=C(CNS(=O)(=O)c1ccccc1)OCC(=O)c1ccc([N+](=O)[O-])cc1	8	-8	-5	-11	-6	-1	-8	-0.3
Nc1ccc(C(=O)O)cc1S(=O)(=O)O	0	0	0	10	-5	2	-6	1.6
CCCCCCCNC(=O)C1(CC2CC(c3ccccc3)=NO2)CCNCC1 (centres undefined)	14	2	-16	21	3	3	-2	1.3
COc1ccccc1N1CCN(C(=O)CCCn2nc(C)c([N+](=O)[O-])c2C)CC1	5	-4	5	-8	0	2	-5	0.5
O=C1CC(N2CCN(c3nc4ccccc4s3)CC2)C(=O)N1Cc1cccs1 (centres undefined)	-4	-7	-12	-8	8	-1	-2	-0.8
CCOC(=O)N1CCN(C(=O)Nc2cccc3ccccc23)CC1	-2	0	0	3	-5	1	-3	-0.9
CCOc1ccc(NC(=O)CC2C(=O)N(c3cccc(OC)c3)C(=O)N2C(C)C)cc1 (centres undefined)	-9	9	0	18	2	-2	-9	-1.8
Cc1nn(S(=O)(=O)c2ccccc2)c(C)c1S(=O)(=O)N1CCC(C)CC1	-5	-1	-2	7	-3	-1	0	-1.8
CCOC(=O)c1cnc2ccc(Br)cc2c1NCC(C)O (centres undefined)	-5	0	6	-21	-4	·	·	1.1
O=C(Cn1nnc2ccccc2c1=O)NCCc1ccc(Cl)cc1Cl	-12	-4	2	-9	2	-4	-6	2.5
Cn1c(CNC(=O)CNC(=O)c2cccc(F)c2)cc(=O)n(C)c1=O	0	-2	0	9	-3	1	-2	2.0
CCN(CCn1cccn1)C(=O)CC1C(=O)NCCN1CC1CCCCC1 (centres undefined)	-1	-1	1	1	-3	3	-4	-1.7

Gathered by group, the compounds so far containing a halogen
SMILES	Gli-Sufu block	GRIN3A LBD mod	EBI2 block	CCR6 antagonist	CXCR6 block	A3A deaminase	APOBEC3G inh	MPTP block
COc1ccc2cc(CN(CC3COCCO3)S(=O)(=O)c3ccc(Cl)cc3)c(=O)[nH]c2c1 (centres undefined)	0	1	8	5	1	-5	-5	2.2
OC(CNC1CCCC1)COc1ccc(Cl)cc1 (centres undefined)	19	2	-1	-3	-9	-3	-2	0.3
CCOC(=O)CSc1nc2c(c(=O)n(Cc3ccccc3Cl)c(=O)n2C)n1C	-3	-1	-11	0	-11	-6	-6	-1.8
CCOC(=O)c1cnc2ccc(Br)cc2c1NCC(C)O (centres undefined)	-5	0	6	-21	-4	·	·	1.1
O=C(Cn1nnc2ccccc2c1=O)NCCc1ccc(Cl)cc1Cl	-12	-4	2	-9	2	-4	-6	2.5
Cn1c(CNC(=O)CNC(=O)c2cccc(F)c2)cc(=O)n(C)c1=O	0	-2	0	9	-3	1	-2	2.0

2 records drawn at random from the list so far, as already listed:
SMILES	Gli-Sufu block	GRIN3A LBD mod	EBI2 block	CCR6 antagonist	CXCR6 block	A3A deaminase	APOBEC3G inh	MPTP block
CCCCCCCNC(=O)C1(CC2CC(c3ccccc3)=NO2)CCNCC1 (centres undefined)	14	2	-16	21	3	3	-2	1.3
O=C1CC(N2CCN(c3nc4ccccc4s3)CC2)C(=O)N1Cc1cccs1 (centres undefined)	-4	-7	-12	-8	8	-1	-2	-0.8

Continued.
SMILES	Gli-Sufu block	GRIN3A LBD mod	EBI2 block	CCR6 antagonist	CXCR6 block	A3A deaminase	APOBEC3G inh	MPTP block
Cc1ccc(-c2cn(CCN)c(-c3ccncc3)n2)cc1	-9	2	1	8	-6	1	-3	-0.6
COc1ccc(-c2nc3nc(SC)nn3cc2C)cc1F	-2	0	-6	-1	7	7	1	1.5
O=C(O)CCC(=O)OCc1c(-c2ccccc2)ncc2ccccc12	-1	2	-3	-1	6	-1	-7	-1.9
Nc1c2c(nc3ccccc13)CCC2	7	1	-8	-3	6	3	1	11
CCCn1c2ccccc2c2nnc(SCC(=O)Nc3cc(C)on3)nc21	0	1	27	36	21	2	-5	0.8
Cc1noc(C)c1S(=O)(=O)N1CCC(C(=O)N2CCN(c3ccccc3Cl)CC2)CC1	7	2	7	16	-14	-1	-2	-3.5
CCN(CC)S(=O)(=O)c1ccc(-c2nnc(SCC(=O)Nc3ccc4c(c3)OCO4)o2)cc1	3	4	4	7	0	5	2	-1.0
COc1cc(C(C(=O)NC2CCCCC2)N(C(=O)c2snc(C(N)=O)c2N)c2ccc(C)cc2)ccc1O (centres undefined)	-13	-3	21	-4	19	-3	-7	-2.9
NC(=O)c1c(NC(=O)CN2CCCC2)sc2c1CCCC2	-8	-2	10	-5	0	0	1	0.1
Nc1c(C(=O)NCc2ccccc2)c2nc3ccccc3nc2n1-c1ccc2c(c1)OCO2	10	0	26	12	4	0	2	0.8
CN(C)CCCNc1nc(-c2ccccc2)nc2ccccc12	3	1	8	4	4	-1	-8	-1.2
O=c1cc(N2CCc3ccccc3C2)[nH]c(=O)n1-c1ccccc1Cl	-3	-1	-1	12	-2	-2	-6	-1.3
CC(=O)C[C@H](O)CC(=O)[C@H]1OC(=O)[C@@H](C)C/C=C\Cc2ccccc21	-5	2	-5	-2	-1	-2	-4	-0.3
Cc1ccc2c(c1)C(=O)C(=O)N2CCOc1ccccc1	45	-1	-9	51*	12	0	-6	0.4
O=S(=O)(NC1=NCCC1)c1cccc(NC(=S)Nc2ccc(OC(F)F)cc2)c1	-2	9	48*	12	1	-2	-1	30
CC(NC(=O)c1ccccc1)c1nnc(SCC(=O)NC2CCCC2)n1C (centres undefined)	1	-2	-5	6	0	-2	0	-1.7
N#CNC(=Nc1cccc(F)c1)SCc1cccc(F)c1	-10	-5	-6	7	-16	-3	-7	84*
COc1ccc(NC(=O)/C(C#N)=C/C=C/c2ccco2)cc1	-1	-2	13	30	8	0	0	0.2
COc1ccc(/C=C2\CCn3c2nc2cc(C(=O)O)ccc2c3=O)cc1	2	0	-14	9	2	3	2	0.3
CC(C)Cn1c(SCc2nc3ccccc3c(=O)[nH]2)nc2ccccc2c1=O	11	-4	8	-1	11	1	-2	-0.9
O=C(CSc1nnc(-c2cccnc2)n1C1CCCCC1)NC1CCCCC1	-1	2	-7	0	-2	-2	-2	-2.0
S=c1[nH]nc(-c2ccc(Cl)cc2)n1CC1CCCO1 (centres undefined)	0	-3	2	8	17	1	44*	5.7
COCCN1C(=O)c2ccccc2C(C(=O)N2CCN(c3ccccn3)CC2)C1c1ccc(F)cc1 (centres undefined)	29	-4	1	1	3	·	·	-0.9
CC(=O)NCc1ccc(S(=O)(=O)N2CCN(S(=O)(=O)c3ccc4ccccc4c3)CC2)cc1	4	2	2	-2	2	-1	-7	0.7
Cc1cccc(Cn2c(=O)oc3ccc(C)cc32)c1	-1	-2	21	6	1	-2	-7	-1.0
CCCCc1nc2cc(C(=O)N(C)CCc3cn[nH]c3)ccc2o1	-8	1	5	-11	-2	-1	0	-0.7
CC(C)(C)N1C(=O)c2ccc(C(=O)Nc3ccc(O)cc3)cc2C1=O	6	1	9	5	1	-5	-5	0.3
Cc1cc(C)nc(N2CCCC(C(=O)Nc3ccc4nc(C)c(C)nc4c3)C2)n1 (centres undefined)	6	5	6	-7	-7	0	-2	-2.0
CN(C)c1nc2c(c(=O)[nH]c(=O)n2C)n1CCOc1ccccc1	1	1	-9	3	3	-3	-3	0.3
Cc1csc(C(=O)O)c1-c1c(C)csc1C(=O)O	-4	0	-2	16	-6	2	1	0.4
C[C@H](CO)N1C[C@H](C)[C@@H](CN(C)C(=O)NC2CCCCC2)Oc2c(NC(=O)Nc3ccc4c(c3)OCO4)cccc2C1=O	0	-1	6	11	0	1	5	0.8
S=C(N/N=C1\C2CN3CCN(C2)CC1(c1ccccc1)C3)Nc1ccccc1	-2	-4	-9	-9	2	0	-5	0.5
CCCc1ccc(OCC(O)CN2CCc3ccccc3C2)cc1 (centres undefined)	16	-2	22	2	-7	-2	-5	2.1
COc1ccc(CNC(=O)C2CCCN(c3nccc(C)n3)C2)cc1 (centres undefined)	-10	0	-1	3	-2	2	0	-1.4
Cc1cc(Nc2ccccc2)c2c([N+](=O)[O-])cc(C)c(C)c2n1	-3	1	-4	17	11	2	-1	3.0
Cc1ccc(-n2ncc(N(C)C)c(Cl)c2=O)cc1	-68	0	0	-8	-7	-6	-7	2.2

Sorted by molar mass (low to high): three of the compounds above.
SMILES	Gli-Sufu block	GRIN3A LBD mod	EBI2 block	CCR6 antagonist	CXCR6 block	A3A deaminase	APOBEC3G inh	MPTP block
N#CNC(=Nc1cccc(F)c1)SCc1cccc(F)c1	-10	-5	-6	7	-16	-3	-7	84*
O=C(CNS(=O)(=O)c1ccccc1)OCC(=O)c1ccc([N+](=O)[O-])cc1	8	-8	-5	-11	-6	-1	-8	-0.3
Cc1nn(S(=O)(=O)c2ccccc2)c(C)c1S(=O)(=O)N1CCC(C)CC1	-5	-1	-2	7	-3	-1	0	-1.8

Later entries:
SMILES	Gli-Sufu block	GRIN3A LBD mod	EBI2 block	CCR6 antagonist	CXCR6 block	A3A deaminase	APOBEC3G inh	MPTP block
Cc1nc2ccccn2c1/C(O)=C1\C(=O)C(=O)N(CCN2CCOCC2)C1c1cccnc1 (centres undefined)	27	0	-4	1	-7	0	-2	-6.8
COc1ccc(NS(=O)(=O)N2CCCCC2)cc1	-3	1	-7	9	-6	·	·	-0.7
CCn1ncc(CNC(=O)C2(C)CC2(Cl)Cl)c1C (centres undefined)	19	0	-7	-2	0	2	1	0.8
Cc1ccc(C(=O)Nc2cccc(NC(=O)CN3CCCCC3)c2)cc1	-7	-2	-4	3	0	-1	5	-0.1
